# Compound activity from PubChem.
# CCR6 antag: CCR6 receptor antagonists, primary screen, cell-based, CHO-K1, luminescence, beta-arrestin, uHTS | CHO-K1 CCR6 PathHunter beta-arrestin, CCL20-stimulated | C-C chemokine receptor type 6 (Homo sapiens), P51684 | inhibition, % at 20 µM | AID 493098, 2011 | 340,000 tested, 0.49% active;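 active means compounds whose inhibition of the agonist-driven luminescence signal at 20 µM reaches about 50%, limit read from the data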;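 further: cells stimulated with CCL20 at 14 nM final; plate controls were DMSO with CCL20 for no effect and DMSO without agonist for full effect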
# CXCR6 block: CXCR6 receptor inhibitors, primary screen, cell-based, beta-arrestin, luminescence, CHO-K1 PathHunter, 1536-well; C-X-C chemokine receptor type 6 (Homo sapiens), O00574; inhibition, % at 20 µM; 360,000 tested, 0.36% active; AID 602244, 2012; in the data active means inhibition above about 34%, passing the limit was not always enough;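 further: antagonist mode with CXCL16 agonist at 10 nM final; 0% = 10 nM CXCL16 with DMSO and 100% = unstimulated wells without agonist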
# CHOP UPR activ: activators of apoptotic CHOP UPR arm, primary screen, cell-based, CHO-CHOP luciferase reporter, luminescence, uHTS; UPR activation; percent of tunicamycin response over DMSO baseline; activation, % at 10 µM; 330,000 tested, 0.34% active; AID 449763, 2010;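 active means at 10 µM dose, activation of 40% or more, normalized to positive control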;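 further: 100% = tunicamycin at 10 µg/mL and 0% = DMSO alone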
#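 Evaluation: % reporter activation, DMSO baseline versus tunicamycin full activation; System: CHO-CHOP luciferase reporter cell line; Input: 500 cells/well; Incubation: 6 h compound treatment, 37 °C; Measured by: Steady-Glo luciferase luminescence; Dosing: one dose, 10 µM in 0.5% DMSO; Buffer or medium: F12 medium, 10% FBS; Benchmarks: positive tunicamycin 10 µg/mL, negative DMSO alone.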
# Mdm2-MdmX inh: inhibitors of human Mdm2-MdmX association, primary screen, cell-based, luminescence, split luciferase, SaOS-2, uHTS | Protein Mdm4 (Homo sapiens) + E3 ubiquitin-protein ligase Mdm2 (Homo sapiens), … | SaOS-2 split-luciferase Mdm2/MdmX complementation | inhibition, % at 8 µM | 330,000 tested, 3% active | AID 485346, 2010;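 active means inhibition of at least 50% at 8 µM in the primary screen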
# Target sequence (O15151 whole entry, looked up): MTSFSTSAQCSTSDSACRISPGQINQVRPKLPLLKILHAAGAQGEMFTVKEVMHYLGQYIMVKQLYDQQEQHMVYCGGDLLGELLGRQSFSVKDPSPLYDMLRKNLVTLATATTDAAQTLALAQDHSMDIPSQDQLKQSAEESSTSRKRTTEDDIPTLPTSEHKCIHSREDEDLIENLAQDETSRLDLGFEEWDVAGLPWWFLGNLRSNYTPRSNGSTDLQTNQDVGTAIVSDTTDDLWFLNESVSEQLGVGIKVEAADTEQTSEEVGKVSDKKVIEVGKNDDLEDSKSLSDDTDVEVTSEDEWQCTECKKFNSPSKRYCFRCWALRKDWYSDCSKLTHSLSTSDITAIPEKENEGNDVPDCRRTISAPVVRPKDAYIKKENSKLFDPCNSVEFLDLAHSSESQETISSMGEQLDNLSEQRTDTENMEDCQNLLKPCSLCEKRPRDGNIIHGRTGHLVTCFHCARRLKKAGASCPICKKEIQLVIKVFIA
# Target sequence (Q00987 whole entry, looked up): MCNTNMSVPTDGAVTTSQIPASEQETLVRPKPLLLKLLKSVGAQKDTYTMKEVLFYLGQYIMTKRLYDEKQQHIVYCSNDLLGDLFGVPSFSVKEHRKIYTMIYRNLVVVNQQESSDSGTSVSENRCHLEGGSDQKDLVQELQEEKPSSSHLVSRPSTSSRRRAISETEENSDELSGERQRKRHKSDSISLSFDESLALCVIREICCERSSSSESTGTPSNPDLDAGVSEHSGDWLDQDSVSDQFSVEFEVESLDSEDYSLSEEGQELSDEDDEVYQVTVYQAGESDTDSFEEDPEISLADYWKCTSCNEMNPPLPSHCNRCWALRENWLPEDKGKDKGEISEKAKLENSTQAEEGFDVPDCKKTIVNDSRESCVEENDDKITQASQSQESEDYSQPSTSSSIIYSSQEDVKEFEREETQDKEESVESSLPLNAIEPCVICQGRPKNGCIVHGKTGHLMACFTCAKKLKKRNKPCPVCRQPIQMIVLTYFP
# APJ antag: antagonists of human apelin receptor APJ, primary screen, CHO-K1 cells, beta-arrestin complementation, luminescence; inhibition, % at 20 µM; P35414; 330,000 tested, 0.32% active;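 active means inhibition above about 40% at 20 µM, limit read from the data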;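 further: cells challenged with 10 nM apelin-13 agonist together with compound; plate controls were apelin-13 plus DMSO wells for no effect and DMSO wells lacking apelin-13 for full effect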
# EBI2 block: EBI2 receptor antagonists, beta-arrestin recruitment, primary screen, cell-based, luminescence, 7a,25-OHC stimulation, uHTS | 360,000 tested, 0.81% active | inhibition, % at 5 µM | 7a,25-OHC stimulated | G-protein coupled receptor 183 (Homo sapiens), P32249; in the data active means inhibition above about 38%;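 further: enzyme fragment complementation signal reports receptor beta-arrestin coupling in cells; 0% = agonist plus DMSO wells and 100% = wells without agonist; some results beyond the cut were filed as inactive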
# UPR XBP1 act: activators of adaptive XBP1 UPR arm, primary screen, cell-based, CHO-XBP1 luciferase reporter, luminescence, uHTS | IRE1-XBP1 UPR activation; percent of tunicamycin response, DMSO as zero | activation, % at 20 µM | 330,000 tested, 0.33% active | AID 463104, 2010;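 active means versus positive control, 20 µM dose yields 30% or more activation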;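 further: 100% = tunicamycin at 10 µg/mL and 0% = DMSO only wells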
#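 assay system = CHO-XBP1 luciferase reporter cells | amount = 1000 cells/well | buffer or medium = F12 plus 10% FBS | compound dosing = single point, 20 µM final compound, 1% DMSO | incubation = 16-18 h cell attachment at 37 °C, then 6 h compound exposure | detection = Steady-Glo luminescence read | controls = tunicamycin 10 µg/mL and vehicle-only wells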
# APJ agonist: agonists of human apelin receptor APJ, primary screen, CHO-K1 cells, PathHunter beta-arrestin, luminescence; P35414; 0% DMSO wells, 100% apelin; activation, % at 20 µM; 330,000 tested, 0.11% active; AID 2520, 2010;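 active means activation more than six SD over the plate average, tested at 20 µM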;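 further: 0% = DMSO alone and 100% = apelin-13 at 10 nM; some results filed as inactive read as strong as hits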
#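 system = engineered CHO-K1 APJ arrestin reporter cells | input = 1000 cells per well | timing = overnight seeding, 90 min compound at 25 °C, 1 h detection | measured by = enzyme-fragment complementation luminescence | read-out = beta-arrestin recruitment to APJ as agonist activity, luminescent signal | control set = negative DMSO alone, positive Apelin-13 at 10 nM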
# tim23-1 inh: growth inhibitors of tim23-1 mutant yeast, primary screen, luminescence, uHTS; S. cerevisiae tim23-1 growth, BacTiter-Glo luminescence, 24 h; inhibition, % at 20 µM; 330,000 tested, 1.3% active; AID 463212, 2010;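 active means growth inhibition of the mutant yeast at or above 50%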;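 further: temperature-sensitive mutant grown at 25 °C; plate controls were DMSO-treated mutant yeast for no effect and medium wells lacking yeast for full effect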
# An asterisk follows results filed as active; x = no result given.
# A first look (three entries):
SMILES,CCR6 antag,CXCR6 block,CHOP UPR activ,Mdm2-MdmX inh,APJ antag,EBI2 block,UPR XBP1 act,APJ agonist,tim23-1 inh
CC1=CC(C)(C)N(C(=O)C(C)N2C(=O)c3ccccc3C2=O)c2ccc(C)cc21 (configuration not stated),6.8,3.5,-4.3,31.6,18.1,9.9,-3.2,-5.5,29.5
Cc1cccc(NS(=O)(=O)c2cccc(C(=O)N3CCCC(C(F)(F)F)C3)c2)c1 (configuration not stated),-3.6,1.6,0.5,-13.3,20.2,10.6,-0.6,2.6,-36.1
O=C(COC(=O)COc1ccc(Cl)cc1)NCCCc1ccccc1,7.3,13.1,-1.9,4.1,-19.3,-3.5,-1.7,-1.2,15.9

# Results, previewed entries included:
SMILES,CCR6 antag,CXCR6 block,CHOP UPR activ,Mdm2-MdmX inh,APJ antag,EBI2 block,UPR XBP1 act,APJ agonist,tim23-1 inh
CC1=CC(C)(C)N(C(=O)C(C)N2C(=O)c3ccccc3C2=O)c2ccc(C)cc21 (configuration not stated),6.8,3.5,-4.3,31.6,18.1,9.9,-3.2,-5.5,29.5
Cc1cccc(NS(=O)(=O)c2cccc(C(=O)N3CCCC(C(F)(F)F)C3)c2)c1 (configuration not stated),-3.6,1.6,0.5,-13.3,20.2,10.6,-0.6,2.6,-36.1
O=C(COC(=O)COc1ccc(Cl)cc1)NCCCc1ccccc1,7.3,13.1,-1.9,4.1,-19.3,-3.5,-1.7,-1.2,15.9
CN(CC(=O)Nc1c(Cl)cccc1Cl)C(=O)Cc1cccs1,9.7,-7.0,0.1,-12.2,13.5,-1.9,0.2,-3.7,-8.1
CN=C(Nc1ccccc1)SC1CC(=O)N(c2ccc(C(=O)OC)cc2)C1=O (configuration not stated),-8.9,-1.8,-2.0,0.8,1.1,-4.7,0.4,-2.9,27.4
COC(=O)CSc1nnc(NC(=O)C2CC(=O)N(c3ccc(F)cc3)C2)s1 (configuration not stated),-7.9,-14.7,-1.0,-11.0,0.4,-3.8,-4.4,7.9,15.3
Cc1cc(C)n(-c2nc3ccccc3nc2NCCc2ccccc2)n1,21.2,1.3,1.8,-13.7,3.3,9.4,-1.5,-1.5,12.4
CCN1C(=O)C2C(C1=O)N1C(c3ccccc3)C3C(=O)N(CC)C(=O)C3N1C2c1ccccc1 (configuration not stated),8.2,-5.6,-0.8,-3.9,4.3,-9.4,2.2,3.6,12.5
CCCCOCCCn1cnc2c([nH]c3cc(OC)ccc32)c1=O,4.3,-11.9,-0.2,-0.6,-20.4,-2.4,-1.8,-1.6,39.8
N#Cc1cc([N+](=O)[O-])ccc1NC(=O)COC(=O)CCC1CCCCC1,x,x,-1.1,14.4,-17.3,x,-3.0,2.2,33.2
S=C(NCCc1ccccc1)Nc1ccc(Br)cn1,3.5,6.3,2.2,2.4,7.5,17.8,6.3,-3.1,27.2
CC(=O)N1c2ccc(S(=O)(=O)NCC3CCC(C(=O)Nc4ncccc4C)CC3)cc2CC1C (configuration not stated),7.5,-4.3,0.7,-1.7,2.5,-5.4,0.8,2.6,-1.2
O=C(CCCCCN1C(=O)[C@@H]2Cc3ccccc3CN2C1=O)Nc1ccccc1Cl,17.9,6.4,0.9,-6.5,11.5,-5.0,-4.9,3.8,26.3
CC(CNC(=O)CCC(=O)N1CCOc2ccccc21)c1ccccc1 (configuration not stated),16.3,2.1,1.5,-0.2,7.7,5.3,-1.6,-3.9,15.2
COc1ccc(NC(=O)CN(C)C(=O)CC2CCCC2)cc1,11.3,-2.4,-0.7,-19.4,4.0,-12.0,-0.1,4.5,-10.5
COc1ccc(CC(=O)Nc2cc(S(=O)(=O)N3CCCCC3)ccc2C)cc1,25.7,-8.0,3.4,6.8,-39.9,-2.0,-0.1,0.1,22.5
O=C(COc1ccccc1)N1CCNC1=O,3.0,1.4,-0.9,17.8,-4.4,3.2,-1.4,-1.4,1.4
COc1ccccc1CN(Cc1nc2ccccc2c(=O)[nH]1)S(=O)(=O)c1ccc2ccccc2c1,12.9,1.7,2.3,71.7*,7.7,0.3,-3.6,0.0,-0.7
Cc1ccc(S(=O)(=O)N(C)C)cc1NC(=O)CSc1nc2ccccc2c(=O)n1CC1CCCO1 (configuration not stated),20.4,13.1,-0.5,-22.0,3.7,1.6,-3.4,-5.0,8.4
COc1ccc(Cc2nnc(NC(=O)CSc3ccc(C)cc3)s2)cc1,-5.3,10.3,-1.6,-30.0,2.1,-10.1,0.7,0.0,3.2
CCCC1=NCCn2cccc21,-2.6,1.1,1.0,13.3,-9.9,-1.8,-5.2,-2.2,9.6
O=c1c(-c2ccc(Br)cc2)[n+]([O-])c2ccccc2n1OCc1ccccn1,16.8,-13.1,-1.5,45.7,-6.3,10.4,-0.5,1.5,24.1
COc1cc(/C=C2/SC(=O)N(Cc3ccccc3)C2=O)ccc1OCc1ccncc1,0.2,16.9,-3.0,12.3,-1.6,-8.7,-4.8,-4.6,10.0
O=C(NCC1CCCO1)c1ccc(N2CCCCC2)nc1 (configuration not stated),-4.6,1.6,2.2,6.9,2.3,0.6,0.5,-5.1,12.9
O=C(NCCNC(=O)c1cc(OCC(F)(F)F)ccc1OCC(F)(F)F)Nc1ccccc1,10.6,-8.1,-1.1,-22.6,15.8,-12.2,0.2,0.3,15.1
Fc1cc(Br)ccc1NC(=S)NCCc1ccccc1,-4.8,-6.3,1.7,-18.2,-19.2,6.1,1.1,-4.2,33.3
CCOc1ccc(/C(O)=C2/C(=O)C(=O)N(CC3CCCO3)C2c2cccs2)cc1 (configuration not stated),-4.1,-0.9,2.1,-33.9,6.6,-2.4,1.1,-1.4,-8.1
COc1ccc(N(CC(=O)N2CCCCCC2)S(=O)(=O)c2ccccc2[N+](=O)[O-])c(OC)c1,12.6,2.1,0.8,12.7,-16.8,-9.1,-3.8,-0.4,18.1
CC1CCCC(C)N1C(=O)CSc1nnnn1Cc1ccccc1 (configuration not stated),4.8,-0.4,-2.1,-7.8,-0.1,3.0,-2.4,-7.3,14.0
Nc1c2c(nc3ccc(Br)cc13)N(c1ccccc1)CC2,-8.9,-5.4,0.6,-4.1,-3.9,1.0,0.5,0.5,21.3
COC(=O)C1=C(C(=O)OC)[C@@H]2N(C)c3ccc(OC)cc3[C@@]23C[C@@H](C(=O)OC)N(C(=O)c2cc(C)oc2C)C3=N1,14.2,x,-2.5,36.8,14.3,x,1.1,5.3,23.1
O=C(CSc1ccccc1F)NC(=O)c1ccccc1Br,11.5,-1.7,0.0,11.7,13.1,2.6,-1.2,-0.9,11.2
CC(=O)c1ccc2c(ccc3ccccc32)c1,9.4,-17.7,4.1,-51.3,-7.8,3.7,5.2,-2.9,15.1
Cc1ccc(NC(=O)CSc2nc(C)c(C)c(C)n2)cc1S(=O)(=O)N1CCOCC1,-1.9,2.7,1.0,-13.4,9.3,-16.5,-0.1,-3.1,16.7
O=C(NCc1cccnc1)c1ccc(NC(=O)c2ccc([N+](=O)[O-])cc2)cc1,-30.0,-12.9,1.1,27.6,-97.2,-10.1,0.0,15.7,13.1
CCc1ccc(CNC(=O)C(=O)NCC2CCCO2)cc1 (configuration not stated),-2.2,-2.1,0.7,-1.1,3.4,-2.2,-0.5,-0.5,10.4
Cc1ccc(S(=O)(=O)N(CC(=O)N/N=C/c2cccc(C)c2)c2cccc3cccnc23)cc1,-7.5,12.9,0.1,18.8,5.4,15.5,0.2,-3.5,5.8
CCOc1nc(C)ccc1-c1noc(-c2ccccc2OC)n1,-9.4,-12.9,1.4,16.1,-4.8,3.7,4.2,-6.1,9.7
COc1ccc(-c2cc3c(=O)n(CC(=O)NCc4cccnc4)ncn3n2)cc1,8.3,-5.0,-1.0,-0.4,-4.4,6.9,-4.3,-5.3,-9.5
COCCN(C(=O)COC(=O)c1nc(Cl)ccc1Cl)c1c(N)n(Cc2ccccc2)c(=O)[nH]c1=O,8.8,-25.6,-0.5,-17.8,9.4,-0.4,-1.3,11.7,2.8
Cc1sc2ncnc(SCC(=O)Nc3cccc(S(N)(=O)=O)c3)c2c1C,14.3,-3.9,-1.2,6.3,9.1,5.1,1.5,-4.3,6.0
Nc1nc(Nc2ccc(Cl)cc2Cl)nc(C(F)(F)F)n1,3.0,9.5,3.4,0.2,3.2,0.4,3.5,-3.4,32.2
COC(=O)c1oc(-c2ccc(Cl)cc2)nc1C,8.3,3.9,3.0,12.1,-0.6,-0.3,3.9,-1.4,-14.7
CCOC(=O)C1CCCN(C(=O)c2ccc3c(c2)N(Cc2ccccc2)C(=O)c2ccccc2S3=O)C1 (configuration not stated),13.3,1.4,-1.1,-14.3,0.8,10.5,2.4,-1.2,14.3
O=C(/C=C/c1ccccc1[N+](=O)[O-])OCC(=O)N1CCCC1,1.3,-3.2,2.1,15.0,11.1,-0.2,2.1,-3.9,17.6
Cc1ccccc1Cn1c(C)nc2ccccc21,16.0,4.3,1.0,12.2,-22.9,-10.0,-4.3,3.2,16.0

# Entries of single compounds from above. Values in the order: CCR6 antag, CXCR6 block, CHOP UPR activ, Mdm2-MdmX inh, APJ antag, EBI2 block, UPR XBP1 act, APJ agonist, tim23-1 inh
# COCCN(C(=O)COC(=O)c1nc(Cl)ccc1Cl)c1c(N)n(Cc2ccccc2)c(=O)[nH]c1=O as listed: 8.8, -25.6, -0.5, -17.8, 9.4, -0.4, -1.3, 11.7, 2.8
# Cc1cccc(NS(=O)(=O)c2cccc(C(=O)N3CCCC(C(F)(F)F)C3)c2)c1 (configuration not stated) as listed: -3.6, 1.6, 0.5, -13.3, 20.2, 10.6, -0.6, 2.6, -36.1
# COC(=O)c1oc(-c2ccc(Cl)cc2)nc1C as listed: 8.3, 3.9, 3.0, 12.1, -0.6, -0.3, 3.9, -1.4, -14.7
# Cc1ccccc1Cn1c(C)nc2ccccc21 as listed: 16.0, 4.3, 1.0, 12.2, -22.9, -10.0, -4.3, 3.2, 16.0
# O=C(NCc1cccnc1)c1ccc(NC(=O)c2ccc([N+](=O)[O-])cc2)cc1 as listed: -30.0, -12.9, 1.1, 27.6, -97.2, -10.1, 0.0, 15.7, 13.1

# Only part of the results is shown (hit frequency here may not be typical).
